Pol kappa inh: inhibitors of human DNA polymerase kappa. Q9UBT6. purified Pol kappa, fluorescent DNA synthesis assay, 10 min. Potency, µM (titrated, usually from 107 µM), for the others: at the highest dose activity, negative = inhibition, usual class: inhibitors. 400,000 tested, 0.53% active. AID 588579; further: potency means the concentration at half of the fitted maximal effect; on the % scale 0 is the no-effect control and ±100 the full control effect
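Readout: fluorescence, taken kinetically at 0 and 10 min. Conditions: 10 nM Pol kappa, 15 min RT compound preincubation, 50 nM substrate final. Controls: enzyme-free buffer wells.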
APE1 inh: APE1 (human) endonuclease inhibition. recombinant APE1, TAMRA/BHQ-2 abasic DNA cleavage fluorescence. P27695. Potency, µM (highest dose often 65.8 µM), for inactives: at the highest dose activity change, negative = inhibition, most hits filed as inhibitors. 350,000 tested, 0.35% active;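 further: potency means the concentration at half of the fitted maximal effect; plate controls were vehicle for no effect and reference inhibitor for full effect; nearly all actives have a fitted effect of over 55% in size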
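Kinetic fluorescence read (525 ex/598 em nm, three reads 60 s apart) of AP-site incision; signal = third minus first read. Enzyme 0.75 nM, dual-labelled THF duplex 50 nM, compound preincubation 15 min RT.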
BLM helicase inh: Bloom syndrome helicase (human) inhibition | P54132 | recombinant BLM DNA unwinding, fluorescence dequenching | Potency, µM (highest dose often 56.1 µM), for the others: at the top dose activity change, negative = inhibition, most hits filed as inhibitors | 350,000 tested, 0.2% active;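 further: potency means the concentration at half of the fitted maximal effect; plate controls were vehicle for no effect and no enzyme for full effect; nearly all actives have a fitted effect of over 35% in size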
Target sequence (P54132 whole entry, looked up): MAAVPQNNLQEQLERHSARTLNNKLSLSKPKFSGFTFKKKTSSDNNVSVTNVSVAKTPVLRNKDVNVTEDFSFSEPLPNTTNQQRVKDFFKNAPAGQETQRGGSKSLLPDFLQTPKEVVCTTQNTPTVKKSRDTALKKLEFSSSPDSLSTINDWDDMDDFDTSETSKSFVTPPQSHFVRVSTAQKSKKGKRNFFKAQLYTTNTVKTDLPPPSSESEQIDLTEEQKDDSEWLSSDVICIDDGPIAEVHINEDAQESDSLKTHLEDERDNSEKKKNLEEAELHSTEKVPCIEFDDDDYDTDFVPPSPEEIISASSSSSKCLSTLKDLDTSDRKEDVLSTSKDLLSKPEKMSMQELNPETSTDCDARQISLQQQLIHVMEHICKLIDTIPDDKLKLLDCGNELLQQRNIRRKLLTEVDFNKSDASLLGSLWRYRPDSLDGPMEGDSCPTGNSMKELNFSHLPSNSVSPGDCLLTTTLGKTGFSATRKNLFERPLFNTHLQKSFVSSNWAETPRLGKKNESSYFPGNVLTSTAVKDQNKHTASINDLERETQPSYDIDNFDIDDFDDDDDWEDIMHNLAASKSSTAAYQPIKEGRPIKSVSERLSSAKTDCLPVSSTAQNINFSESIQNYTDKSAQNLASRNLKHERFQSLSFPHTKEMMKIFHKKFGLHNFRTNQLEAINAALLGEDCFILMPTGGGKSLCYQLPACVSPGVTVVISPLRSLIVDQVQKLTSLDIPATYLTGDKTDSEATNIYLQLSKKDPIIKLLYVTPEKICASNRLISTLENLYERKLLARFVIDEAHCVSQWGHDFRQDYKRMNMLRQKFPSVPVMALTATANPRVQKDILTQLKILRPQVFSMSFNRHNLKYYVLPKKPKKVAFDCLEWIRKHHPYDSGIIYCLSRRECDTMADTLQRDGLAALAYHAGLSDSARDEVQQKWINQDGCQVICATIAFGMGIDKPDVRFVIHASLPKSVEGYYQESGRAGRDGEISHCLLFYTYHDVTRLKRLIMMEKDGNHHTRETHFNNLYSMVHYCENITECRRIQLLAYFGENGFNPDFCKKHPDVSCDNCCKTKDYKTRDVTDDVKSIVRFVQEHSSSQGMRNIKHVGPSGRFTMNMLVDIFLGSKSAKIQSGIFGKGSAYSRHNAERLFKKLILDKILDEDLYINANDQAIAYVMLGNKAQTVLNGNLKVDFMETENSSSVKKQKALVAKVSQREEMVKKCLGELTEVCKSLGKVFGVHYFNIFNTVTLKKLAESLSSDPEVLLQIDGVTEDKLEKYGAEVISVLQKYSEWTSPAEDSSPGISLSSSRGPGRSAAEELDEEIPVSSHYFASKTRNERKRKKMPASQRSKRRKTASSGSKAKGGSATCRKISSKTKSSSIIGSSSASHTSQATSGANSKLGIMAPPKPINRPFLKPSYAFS
Anesthetic bind: candidate novel general anesthetic via apoferritin binding; apoferritin/1-aminoanthracene competitive binding, fluorescence; P02791; Potency, µM (titrated, usually from 77.5 µM), for inactives: top-dose activity change, negative = displacement, hits mostly inhibitors; AID 485281; 350,000 tested, 0.074% active; further: potency means the concentration at half of the fitted maximal effect; on the % scale 0 is the no-effect control and ±100 the full control effect; nearly all actives have a fitted effect of over 20% in size
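Horse-spleen apoferritin (10 uM) in 50% saturated 1-aminoanthracene in PBS was incubated 10 min at room temperature with compound. Fluorescence (ex 380, em 535 nm) was normalized to free and bound 1-AMA, with concentration-response fitted by a four-parameter Hill equation.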
Pol iota inh: DNA polymerase iota (human) inhibition. Q9UNA4. Pol iota fluorescent replication assay, 10 min. Potency, µM (top dose mostly 115 µM), without a hit: top-dose activity, negative = inhibition, most hits filed as inhibitors. 390,000 tested, 1% active. AID 588590; further: potency means the concentration at half of the fitted maximal effect
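Pol iota at 10 nM preincubated 15 min with compounds at room temperature; reaction started with fluorescent substrate, 50 nM final. Fluorescence read kinetically at 0 and 10 min; buffer-only wells as negative control.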
Pol beta inh: inhibitors of human DNA polymerase beta; AID 485314; Pol beta primer extension/strand displacement, fluorescence kinetic; 340,000 tested, 1.3% active; P06746; Potency, µM (top dose mostly 114 µM), for the others: top-dose activity change, negative = inhibition, hits mostly inhibitors; further: potency means the concentration at half of the fitted maximal effect; on the % scale 0 is the no-effect control and ±100 the full control effect
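Values derive from four-parameter Hill fits of normalized kinetic data: reads at 0 and 10 min following addition of 50 nM substrate to 10 nM Pol beta preincubated 15 min with compound.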
LDHA inh: blocks human lactate dehydrogenase A; activity change, % (values are at about 110 or 230 µM); 480,000 tested, 0.15% active; AID 1347041; purified LDHA, NADH/diaphorase-resazurin fluorescence; stronger effect = lower value; P00338; in the data active means activity change below about -30%; inconclusive means mostly about -25% to -30%;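 further: plate controls were DMSO wells for no effect and wells without enzyme for full effect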
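Remaining NADH was detected by diaphorase (0.133 mg/mL) converting 37 µM resazurin to fluorescent resorufin, read at 0 and 20 minutes. The preceding 5-minute room-temperature reaction used 2 nM LDHA, 0.2 mM sodium pyruvate and 0.06 mM NADH at pH 7.4.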
POLH inh: inhibitors of human DNA polymerase eta. Q9Y253. recombinant Pol eta, fluorescent DNA replication assay. Potency, µM (top dose mostly 114 µM), inactives show top-dose activity change, negative = inhibition, usual class: inhibitors. 390,000 tested, 1.2% active. AID 588591; further: potency means the concentration at half of the fitted maximal effect; on the % scale 0 is the no-effect control and ±100 the full control effect
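Fluorescent replication assay: 50 nM final substrate added after a 15 min room-temperature compound preincubation with 10 nM enzyme. Signal taken at 0 min and again at 10 min.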
GRP78 ERSR act: ER stress response induction in glioma | Potency, µM, for the others: top-dose activation, most hits filed as activators | 420,000 tested, 0.02% active | U87-MG GRP78 promoter luciferase reporter, 16 h | AID 602332; further: potency means the concentration at half of the fitted maximal effect; series mostly up to about 76 µM; % of control where 0% means no effect; nearly all actives have a fitted effect of over 35% in size
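ERSR induction read as luciferase luminescence (Bright-Glo, 10 min at room temperature) in stably transfected human U87-MG glioma cells exposed to compounds for 16 h, using GRP78 as sensor.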
* marks the source's active call; other numbers are inactive results; ? = inconclusive; / = no result given; & = joins results of further samples; [ ] = dose if it differs, or a comment. Unless noted, the call rests on the fitted dose curve; in most records, active means well fitted curve in the direction sought with a large enough effect; inconclusive means small, poorly fitted or top-dose-only effect, or another doubt; inactive means no such curve, though single readings can be large; an effect the other way counts as inactive or inconclusive. An excerpt (hit frequency here may not be typical).

The line under a structure holds: Anesthetic bind, Pol beta inh, Pol iota inh, POLH inh, BLM helicase inh, GRP78 ERSR act, Pol kappa inh, LDHA inh, APE1 inh
1: O=C(CSCCS(=O)(=O)c1ccc(Cl)cc1)Nc1ccccc1
 : -3%, 10%, 7%[58.9 µM], 1%, 0%, -2%, -12%, -4, -1%
2: COc1ccccc1N(C(=O)c1snc(C(N)=O)c1N)C(C(=O)NC1CCCCC1)c1cccc(OC)c1OC (stereo unspecified)
 : -5%, -1%, 74%[activator], -14%, -4%, -7%, -4%, -5, 63%[activator]
3: CC(C)N1CCC(N2CCN(Cc3ccc4nsnc4c3)CC2CCO)CC1 (stereo unspecified)
 : -6%, 15%, 26%, -10%, 0%, -2%, 13%, 6, -1%
4: COCCNC(=O)c1ccccc1NC(=O)COc1ccccc1
 : 8%, -1%, 2%, -3%, -2%, -5%, -12%, -5, 3%
5: Nc1cccc(-c2nc3cc(S(=O)(=O)c4ccc5oc(-c6cccc(N)c6)nc5c4)ccc3o2)c1
 : -5%, 4%, -14%, -12%, -6%, 13%, -1%, 4, -3%
6: CN(CC(=O)Nc1ccc(F)cc1)C(=O)Cn1nnc(-c2ccccc2)n1
 : -5%, 1%, 3%, -14%, -5%, -6%, 3%, 1, 46%[activator]
7: Cc1ccc(C)c(N2CCN(C(=O)C3CCN(S(=O)(=O)c4c(C)noc4C)CC3)CC2)c1
 : 1%, 2%, 9%, -10%, -6%, -2%, -8%, -7, 11%
8: c1csc(-c2nnc(NC3CCCCC3)c3ccccc23)c1
 : 7%, -20%, 25%, -21%, -2%, -4%, -6%, -7, 0%
9: O=C1C[C@@H](O)[C@@H](O)[C@H]2[C@@H]3C(=O)N(Cc4ccc5c(c4)OCO5)C(=O)[C@@H]3CC[C@H]12
 : 7%&-1%[15.3 µM], /, /, /, 2%&-2%[12.4 µM], -5%&-4%, /, /, 28%&-9%[12.4 µM]
10: NC(=O)c1ccc(NC(=O)CSc2nncn2-c2ccccc2)cc1
 : -1%, 7%, 112%[activator], -17%, 4%, -5%, 0%, -4, 15%
11: COc1ccccc1N1CCN(C(=O)CCc2c[nH]c3ccccc23)CC1
 : -3%, -18%, 22%, -9%, -2%, -4%, 6%, -2, 0%
12: O=C(Nc1ccc2[nH]ncc2c1)c1ccc(F)cc1
 : -5%, 1%, -6%, -14%, -7%, 3%, 1%, 0, 24%
13: C#CCOCCOCCOCCNc1nc(N2CCN(C(=O)[C@H](CCCCN)n3cc([C@@H](N)CC(N)=O)nn3)CC2)nc(N2CCN(C(=O)[C@H](CCCCN)n3cc([C@@H](N)CC(N)=O)nn3)CC2)n1
 : /, /, ?, -7%, /, -4%, 0%, -1, 0%
14: O=C(CS(=O)(=O)Cc1ccccc1)Nc1ccccc1Cl
 : -5%, 26%, 15%, -16%, 0%, 2%, -3%, -2, -2%
15: Cc1ccc(OCC(=O)Nc2nnc(S(=O)(=O)N3c4ccccc4CC3C)s2)cc1 (stereo unspecified)
 : ?, -7%, 23%, ?, -3%, -1%, 8%, -3, /
16: COc1ccc(NS(=O)(=O)c2cc(NC(=O)c3ccncc3)ccc2N2CCOCC2)cc1
 : -10%, 10%, 13%, -11%, 3%, -2%, -5%, -2, ?
17: O=[N+]([O-])c1ccccc1S(=O)(=O)NCc1cccnc1
 : -7%, 4%, 37%&43%[activator], -3%, -6%, 0%&-2%, -16%&19%, -5&0, 9%
18: CCOCCCNC(=O)c1ccc(-n2c(=S)[nH]c3ccccc3c2=O)cc1
 : -6%, 2%, 75%[activator], -23%, -1%, -6%, -2%, 5, -7%
19: CCOC(=O)c1c(C)[nH]c(C(=O)N/N=C/c2cccc(OC)c2)c1C
 : -13%, 22%, 5%, -13%, -4%, 2%, -5%, -6, -8%
20: CCCN(C(=O)Cn1ncc2c([nH]c3ccc(C)cc32)c1=O)c1ccccc1C
 : -16%, 1%, 24%, -17%, -2%, -2%, -8%, -5, /
21: O=C(NC1CC1)C1=NOC(CNc2ncc(C(F)(F)F)cc2Cl)C1 (stereo unspecified)
 : -9%, -12%, -8%, -12%, -2%, 1%, 6%, -5, 0%
22: CCOC(=O)Oc1c(OC)cc(C(=O)O[C@@H]2C[C@@H]3CN4CCc5c([nH]c6cc(OC)ccc56)[C@H]4C[C@@H]3[C@H](C(=O)OC)[C@H]2OC)cc1OC
 : /, /, 8%, -12%, /, 4%, 4%, -1, -13%
23: COCc1ccc(-c2c(-c3ccsc3)oc(=O)c3cc(OC)c(OC)cc23)cc1
 : /, /, 1%, -9%, /, -2%, -7%, -5, -20%
24: O=C1c2ccccc2NC(c2cccc(Cl)c2)N1N=C1CCCCCC1 (stereo unspecified)
 : -2%, -7%, -1%, -22%, -8%, 3%, -12%, -1, -9%
25: CCCCC(=O)Nc1nnc(C2=COCCO2)o1
 : -3%, 15%, 108%[activator], -11%, -4%, -1%, -8%, -9, -1%
26: O=C(Nc1ccc2oc(=O)ccc2c1)c1cccnc1
 : 37%[activator], 1%, 0%, -8%, 2%, 2%, -2%, -9, 3%
27: CCC(C)N(C(=O)CSc1nnc(NC(C)C)s1)C1CCS(=O)(=O)C1 (stereo unspecified)
 : /, /, -5%, -2%, /, -5%, -9%, -3, -7%
28: CC1(CCc2ccccc2)NC(=O)N(CC(=O)Nc2ccccc2)C1=O (stereo unspecified)
 : 6%, 3%, 39%[activator], -17%, -7%, 4%, 4%, -6, -3%
29: Cc1ccc(S(=O)(=O)Nc2cccc(-c3ccc(N4CCCCCC4)nn3)c2)cc1
 : 4%, 1%, 0%, -10%, -8%, 4%, -16%, -7, 4%
30: Cc1ccccc1Nc1nc(Nc2ccccc2C)nc(SC2=NCCS2)n1
 : -17%, 1%, -9%, -1%, -7%, 0%, -9%, -7, -6%

Fetched by structure from the list above (two):
The line under a structure holds: Anesthetic bind, Pol beta inh, Pol iota inh, POLH inh, BLM helicase inh, GRP78 ERSR act, Pol kappa inh, LDHA inh, APE1 inh
21: O=C(NC1CC1)C1=NOC(CNc2ncc(C(F)(F)F)cc2Cl)C1 (stereo unspecified)
 : -9%, -12%, -8%, -12%, -2%, 1%, 6%, -5, 0%
23: COCc1ccc(-c2c(-c3ccsc3)oc(=O)c3cc(OC)c(OC)cc23)cc1
 : /, /, 1%, -9%, /, -2%, -7%, -5, -20%

Next section:
The line under a structure holds: Anesthetic bind, Pol beta inh, Pol iota inh, POLH inh, BLM helicase inh, GRP78 ERSR act, Pol kappa inh, LDHA inh, APE1 inh
31: C=CCNC(=O)/C(=C/c1ccco1)NC(=O)c1ccc(Br)o1
 : -13%, -21%, 11%, -5%, -1%, -3%, -29%, 3, -2%
32: CCN(C[C@H]1N[C@@](CC)(C(=O)OC)[C@H]2C(=O)N(C)C(=O)[C@@H]12)S(=O)(=O)c1ccc(C(C)(C)C)cc1
 : /, /, -28%, -10%, /, -3%, -2%, 1, 4%
33: Cc1ccc(F)cc1S(=O)(=O)N1CCC(c2nc3ccccc3s2)CC1
 : -13%, 4%, -3%, -13%, -5%, -3%, -13%, -1, /
34: COC(=O)CP(=O)(c1ccccc1)c1ccccc1
 : -4%, ?, 2%, -5%, 1%, -2%, -1%, -13, 0%
35: COc1ccc(CNC(=O)CN(C)S(=O)(=O)c2ccc(Br)s2)cc1
 : -5%, 9%, 55%[activator], -5%, -6%, 0%, -5%, 3, 30%
36: CCOc1c(Br)cc(C2NS(=O)(=O)N=C3CCCCCN32)cc1OC (stereo unspecified)
 : -16%, -16%, ?, -6%, -4%, -1%, -5%, -2, 5%
37: COC(=O)CCN(C(=O)c1ccc2c(c1)OCO2)c1ccccn1
 : 3%, 17%, -6%, -9%, -1%, -4%, -8%, -7, 4%
38: Cc1ccc(NC(=O)Cn2c(O)c(N=NC(=O)c3cc4ccccc4cc3O)c3ccccc32)cc1
 : -17%, ?, ?, ?, -20%, 9%, -29%, -4, ?
39: COCCN(C(=O)COC(=O)C1COc2ccccc2O1)c1c(N)n(Cc2ccccc2)c(=O)[nH]c1=O (stereo unspecified)
 : /, /, 33%[activator], -20%, /, -3%, -19%, -8, 13%
40: CC(C)(C)OC(=O)N1CCC[C@H]1C(=O)Nc1ccc(C#N)cc1
 : -2%, 43%, -11%, -13%, 1%, -1%, -2%, -1, 7%
41: COc1cccc(NC(=O)CN(c2ccccc2OC)S(=O)(=O)c2cccs2)c1
 : /, /, 8%, -7%, /, 1%, -9%, -8, -8%
42: COc1cccc(/C=N/NC(=O)c2cc3c(OC)cccc3[nH]2)c1O
 : 4%, -13%, 11%, ?, -8%, -1%, -13%, -2, -1%
43: COc1ccc(-c2cc3ccccc3cn2)cc1
 : /, /, ?, -17%, /, -7%, -19%, -1, -8%
44: CCn1cnc2cc(NCc3nc4ccccc4n3C)ccc21
 : 0%, 23%, -6%, -15%, 1%, -6%, -8%[60.1 µM], 3, 0%
45: Cc1onc(-c2ccccc2Cl)c1C(=O)Nc1ccc(OCC(=O)N2CCOCC2)cc1
 : -3%, 6%, 9%, -1%, 2%, -2%, -20%, 0, -6%
46: CCOC(=O)c1ccc(NC(=O)CC2C(=O)N(c3cccc(OC)c3)C(=O)N2CCOC)cc1 (stereo unspecified)
 : 5%, 12%, 26%, -18%, -5%, -2%, 2%, -5, -5%
47: Cn1c2ccc(F)cc2c2ncn(CC3CCCO3)c(=O)c21 (stereo unspecified)
 : -6%, 27%, 27%, -11%, 1%, 4%, 2%, -15, 4%
48: COc1ccc(C)cc1NC(=O)C(NC(=O)c1cc(OC)c(OC)c(OC)c1)C(C)C (stereo unspecified)
 : -18%, 1%, 80%[activator], -19%, 1%, 1%, 0%, 1, -8%
49: Cc1ccc(S(=O)(=O)Nc2cccc(-c3ccc(N4CCCCC4)nn3)c2)s1
 : -10%, 14%, ?, -20%, -8%, -1%, -8%[60.1 µM], -16, /
50: CCOC(=O)C(Cc1c[nH]c2cc([N+](=O)[O-])ccc12)(NC(C)=O)C(=O)OCC
 : /, /, 16%, -17%, /, 2%, 2%, 5, /

Screening data (PubChem BioAssay)
